Screens from PubChem.
Lipid storage S3: qHTS Assay for Lipid Storage Modulators in Drosophila S3 Cells; Drosophila S3 cells, BODIPY lipid droplet fluorescence, 18-24 h; cells fed with added oleic acid; AID 2685; lipid storage change, negative = inhibition, % at the top dose, mostly 46.1 µM; hits show Potency in µM; 0.64% of 320,000 active; active means well fitted inhibition curve with a large enough effect in the signal ratio, with a control signal flat, not every such curve was filed as active; inconclusive means small, poorly fitted or top-dose-only effect, or effect the other way, or a change in a side signal; the % refers to the signal ratio
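Laser-scanning cytometry quantifies lipid droplet accumulation (500–530 nm total intensity; droplet/cell object ratio) in oleic acid-fed (400 uM added) Drosophila S3 cells treated with a concentration series. 20 uM Triacsin C defined 100% inhibition.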
Lipid storage S3 cell count max: recorded beside Lipid storage S3, whose call it bears; cell number change, %; measured here: cell count max response;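 cells counted by Cell Tracker Red CMTPX staining in the red channel; peak over a dose series mostly up to 46.1 µM; percent activity relative to internal control wells on each plate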
* marks the source's active call; other numbers are inactive results; i = inactive; ? = inconclusive; nt = not tested or not shown; [ ] = remark or other dose. On the % scale 0 is the no-effect control and ±100 the full control effect; potency means the concentration at half of the fitted maximal effect. Not all compounds are listed, so the mix of outcomes need not match the whole.

SMILES	Lipid storage S3	Lipid storage S3 cell count max
O=C(O)CN1CCCC1=Nc1ccccc1	i	7.3
CCCCc1ccc(NS(=O)(=O)c2c(C)n(C)c(=O)n(C)c2=O)cc1	?	nt
CCOC(=O)c1c(CSc2ccccc2)n(C)c2ccc(O)c(CN3CCN(C)CC3)c12	2.2%	-1.0
Cc1ccc(SCc2cn3ccccc3n2)cc1	2.0%	12.9
C=CCN1C(=O)C2(OCCCO2)c2cc(C)ccc21	?	nt
O=C(Nc1nccs1)C1CC=CCC1 (stereo unspecified)	?	nt
CCCCn1nc(C(=O)O)ccc1=O	?	nt
CCc1nnc2sc(-c3ccc(NC(=O)c4ccc5c(c4)OCCO5)cc3)nn12	?	nt
CCCc1nnc(NC(=O)C2CC(=O)N(CCc3ccc(F)cc3)C2)s1 (stereo unspecified)	i	-3.0
Cc1ccc(CNC(=O)Cn2ncn3cccc3c2=O)cc1	?	nt
O=c1c2ccccc2[nH]c(=S)n1Cc1cccs1	?	nt
O=C(Nc1ccccc1)c1ccccc1CSc1ccccc1	?	nt
Cc1ccc(S(=O)(=O)n2nccc2-c2c(-c3ccc(Cl)cc3)noc2C)cc1	11.0%	-0.9
COc1ccc(S(=O)(=O)N2CCCC2CNC(=O)C(=O)Nc2ccc(C)cc2)cc1 (stereo unspecified)	1.5%	-17.9
O=C(O)c1ccc2c(=O)n3c(nc2c1)/C(=C/c1cccc(O)c1)CC3	-3.7%	8.0
C(=C\c1ccccc1)/C=N/N1CCN(Cc2ccccc2)CC1	?	nt
CCCS(=O)(=O)N1CCN(C(=O)c2cccs2)CC1	?	nt
COC(=O)[C@@]1(Cc2ccc(F)cc2)[C@H]2c3cc(C(=O)N4CCCC4)n(CCO)c3C[C@H]2CN1C(=O)c1ccccc1	-5.8%	-17.0
CCN(C(=O)CSc1ncn[nH]1)C1CCCCC1	?	nt
Cc1ccc(C)c(NC(=O)Cn2nc(C)c3ccccc3c2=O)c1	i	13.2
O=C1c2ccccc2C(=O)N1c1cccc2ccccc12	-19.1%	7.1
COc1ccc(S(=O)(=O)N(CC(=O)O)c2ccccc2)cc1	?	nt
CC(=O)c1sc2c(c1OC(=O)c1ccc(Cl)cc1Cl)c(=O)n(-c1ccccc1)c(=S)n2-c1ccccc1	3.2%	15.8
COC(=O)C1=C(C)NC2=C(C(=O)CC(C)(C)C2)C1c1cnn(C)c1C (stereo unspecified)	8.7%	nt
Cc1ccc(-c2csc(N3C(=N)SCC3=O)n2)cc1	21.8%	-1.1
(cont.)
SMILES	Lipid storage S3	Lipid storage S3 cell count max
O=C(O)CNC(=O)CC12CC3CC(CC(C3)C1)C2	?	nt
COc1ccc(CC(=O)Nc2ccc(S(=O)(=O)N3CCCCC3)cc2)cc1OC	?	nt
Cc1ccc(S(=O)(=O)NCC(=O)N2CCCCC2)cc1	-5.6%[9.22 µM]	-10.2
CC1CC(C)CN(C(=O)COC(=O)c2ccc([N+](=O)[O-])o2)C1 (stereo unspecified)	?	nt
CCc1ccc(C(=O)CN(C#N)c2nc(C)cc(C)n2)cc1	-8.7%	4.9
Cc1cccc(C)c1OCC(=O)NCc1nnc(SCC(=O)NC2CCCCC2)n1C	i	nt
O=S(=O)(c1ccc(Cl)cc1)N1CCN(CCc2ccncc2)CC1	i	13.0
O=C(O)CCCC(=O)N1N=C(c2ccccc2)CC1c1cccs1 (stereo unspecified)	20.1%	-0.4
Cc1ccc(S(=O)(=O)c2c(N)n(C)c3nc4ccccc4nc23)cc1	?	nt
CCCC(C)c1nnc(NC(=O)C2CCCO2)s1 (stereo unspecified)	i	nt
O=C(CN1CCc2ccccc2C1)Nc1ccc(OC(F)(F)F)cc1	?	nt
Brc1ccccc1OCCCCN1CCCCC1	20.2%	8.4
CCOC(=O)c1c(NC(=O)Cc2ccccc2)sc2c1CC(C)(C)NC2(C)C	?	nt
CCN(CC)S(=O)(=O)c1cccc(-c2nnc(SCC(=O)NC3CCCCCCC3)n2N)c1	?	nt
CC(C)C(NC(=O)c1ccc2c(c1)OCO2)C(=O)N/N=C\c1ccco1 (stereo unspecified)	?	nt
COc1ccc(CNC2CCCC2)c(OC)c1OC	9.5%	-4.0
CCN1CCN(CC(=O)Nc2cc3c(cc2C(C)=O)OCO3)CC1	?	nt
CN1CCN(C(c2cccc(C(F)(F)F)c2)c2nnnn2Cc2ccccc2)CC1 (stereo unspecified)	-4.6%	-0.5
COc1ccc(CNC(=O)N2CCN(S(=O)(=O)c3ccccc3)CC2)cc1	?	nt
COc1cccc(NC(=O)CN(C)C(C)C(=O)Nc2ccc(C(C)=O)cc2)c1 (stereo unspecified)	?	nt
COc1ccc(CCN2CC(C(=O)NCCc3ccc(F)cc3)CCC2=O)cc1 (stereo unspecified)	?	nt
COc1ccccc1OCC(O)CN1CCOCC1 (stereo unspecified)	?	nt
CC1CCC2(CC1)NC(=O)N(CC(=O)NCc1cccs1)C2=O (stereo unspecified)	3.6%	18.3
COc1cc(-c2nc(-c3ccccc3)c(-c3cccs3)[nH]2)cc(OC)c1O	i	nt
CC(C)CC(=O)NC(=S)NNC(=O)c1ccc(NC(=O)C2CCCCC2)cc1	?	nt

Part of the list above in another layout:
canonical_smiles: Brc1ccccc1OCCCCN1CCCCC1
  Lipid storage S3: 20.2%
  Lipid storage S3 cell count max: 8.4

canonical_smiles: CCOC(=O)c1c(NC(=O)Cc2ccccc2)sc2c1CC(C)(C)NC2(C)C
  Lipid storage S3: ?
  Lipid storage S3 cell count max: nt

canonical_smiles: CCN(CC)S(=O)(=O)c1cccc(-c2nnc(SCC(=O)NC3CCCCCCC3)n2N)c1
  Lipid storage S3: ?
  Lipid storage S3 cell count max: nt

canonical_smiles: CC(C)C(NC(=O)c1ccc2c(c1)OCO2)C(=O)N/N=C\c1ccco1 (stereo unspecified)
  Lipid storage S3: ?
  Lipid storage S3 cell count max: nt

4 entries from above in a different format.
> CCc1ccc(C(=O)CN(C#N)c2nc(C)cc(C)n2)cc1
  Lipid storage S3 = -8.7%; Lipid storage S3 cell count max = 4.9

> CCCC(C)c1nnc(NC(=O)C2CCCO2)s1 (stereo unspecified)
  Lipid storage S3 = i; Lipid storage S3 cell count max = nt

> O=S(=O)(c1ccc(Cl)cc1)N1CCN(CCc2ccncc2)CC1
  Lipid storage S3 = i; Lipid storage S3 cell count max = 13.0

> CC1CC(C)CN(C(=O)COC(=O)c2ccc([N+](=O)[O-])o2)C1 (stereo unspecified)
  Lipid storage S3 = ?; Lipid storage S3 cell count max = nt

More entries follow:
SMILES	Lipid storage S3	Lipid storage S3 cell count max
COC(=O)C1=C(C)N(C)C(=S)NC1c1ccc(OC)cc1OC (stereo unspecified)	9.5%[9.22 µM]	28.2
O=C(NCC(c1ccco1)N1CCc2ccccc21)C(=O)Nc1ccc(F)cc1F (stereo unspecified)	?	nt
CCCCn1c(N)c(N(CCOC)C(=O)C2CC(=O)N(c3ccc(CC)cc3)C2)c(=O)[nH]c1=O (stereo unspecified)	?	nt
Cc1ccn2cc(-c3ccc(S(=O)(=O)N4CCOCC4)cc3)nc2c1	?	nt
CC(=O)Nc1ccc(S(=O)(=O)NCC(=O)OCC(=O)c2cc(C)n(-c3ccc4c(c3)OCO4)c2C)cc1	?	nt
CCC(=O)Nc1cc(-c2nn(C)c(=O)c3ccccc23)ccc1N1CCCCC1	-16.1%	-14.5
CC(=O)N1CC(C)Sc2ccc(S(=O)(=O)NCCc3ccccc3)cc21 (stereo unspecified)	?	nt
CC(C)[C@H](NC(=O)Nc1ccccc1F)C(=O)O	?	nt
CC(Sc1ccccc1)C(=O)Nc1ccc(S(=O)(=O)N2CCOCC2)cc1 (stereo unspecified)	i	nt
CC(C)C(NS(=O)(=O)c1cccs1)C(=O)N1CCC(C(N)=O)CC1 (stereo unspecified)	-6.0%	3.9
COc1ccccc1C(=O)NNC(=O)C12CC3CC(CC(C3)C1)C2	i	6.3
CSc1nc2nc3c(cc2c(=O)n1-c1ccccc1C)COC(C)(C)C3	?	nt
CCCN(CCC)CCNS(=O)(=O)c1ccc2c(c1)CCN2C(=O)C1CCC1	?	nt
COC(=O)c1ccccc1NC(=O)C1(S(=O)(=O)c2ccc(Cl)cc2)CC1	?	nt
O=[N+]([O-])c1ccccc1/C=C/CN1CCCCC1CO (stereo unspecified)	i	-1.0
CCN(CC)CCC(c1ccc(N(C)C)cc1)c1c(O)cc(OC)cc1OC (stereo unspecified)	-0.7%	nt
Cc1cc(-c2[nH]nc3c2C(c2cccc(O)c2)C(C#N)=C(N)O3)c(C)s1 (stereo unspecified)	?	nt
CC(C)CC(=O)NCc1ccc(F)cc1	-9.3%	11.9
O=C(Nc1ccc(O)c2c(=O)cc(-c3ccccc3Cl)oc12)c1ccc(Cl)c(Cl)c1	-2.0%	18.8
COc1ccc(OC)c(-c2csc(N(CC3CCCO3)C(=O)Cc3ccccc3)n2)c1 (stereo unspecified)	-19.1%	-0.5
CCCCCn1c(CN2CCN(Cc3ccccc3)CC2)nc2c1c(=O)n(C)c(=O)n2C	?	nt
O=C(c1c[nH]c2ccc(S(=O)(=O)N3CCOCC3)cc2c1=O)N1CCN(c2ccccn2)CC1	?	nt
C[C@H](NC(=O)c1[nH]cnc1C(=O)Nc1ccccc1)C(=O)OC(C)(C)C	11.1%	-17.8
COc1ccc(NS(=O)(=O)c2cc3c(cc2C)N(C(C)=O)CCO3)cc1OC	-3.4%	20.2
CCN(C(=O)c1cc2c(s1)-c1ccccc1OC2)c1cc(OC)ccc1OC	?	nt
The listing continues.
SMILES	Lipid storage S3	Lipid storage S3 cell count max
CCc1ccc(NC(=O)CC2C(=O)NCCN2C(=O)c2ccc(F)cc2)cc1 (stereo unspecified)	?	nt
CC1CCc2nc(NC(=O)C3CCCO3)sc2C1 (stereo unspecified)	i	15.2
COc1ccccc1C(=O)NC(=O)COc1ccc(Cl)cc1Cl	?	nt
C/C(=N\NC(=O)c1ccco1)c1ccc(NC(=O)c2ccccc2)cc1	?	nt
COc1cc(OC)cc(C(=O)N[C@H](C(=O)Nc2cc(C)cc(C)c2)C(C)C)c1	-12.9%	-5.0
COc1ccc2c(c1)CC/C(=C\C=C\c1ccccc1OC)C2=O	?	nt
c1ccc(NCc2ccccn2)cc1	-5.5%	-0.6
CC(=C1C(=O)c2ccccc2C1=O)N1CCc2ccccc2C1	i	0.2
CN=c1scc(-c2ccc(F)cc2)n1/N=C/c1ccc(O)c(O)c1	?	nt
COc1ccc(S(=O)(=O)CC(=O)Nc2ccccc2Cl)cc1	?	nt
COc1ccc(C2=CSC3=NCCN23)cc1[N+](=O)[O-]	9.8%	0.9
CCOc1ccc(NC(=O)CSc2nc(-c3cccs3)cc(C(F)(F)F)n2)c([N+](=O)[O-])c1	-1.9%	7.6
CC(=O)c1cnc2c(-c3ccccc3)c(C)nn2c1C	4.5%	1.0
Cc1ccc(S(=O)(=O)NC(=O)CSc2nc3ccccc3s2)cc1	-12.7%	1.0
COCCn1nc2cc(C(=O)NCC34CC5CC(CC(C5)C3)C4)ccc2c1OC	-0.7%	10.4
Cc1cc(C)c(OCC(=O)OCCNC(=O)c2cccnc2)c(C)c1	0.8%	-3.2
COc1ccc(-c2nc(CC(=O)O)cs2)cc1	?	nt
Cc1ccc(SCC(=O)Nc2ccccc2N2CCOCC2)cc1	?	nt
O=C(Nc1cccnc1)c1ccc2c(c1)C(=O)N(CC1CCCO1)C2=O (stereo unspecified)	-112.5%	5.8
CCN(CC)Cc1c(NC(=O)c2ccccc2)sc(C)c1C	0.8%	-10.1
N#Cc1ccccc1NC(=O)Nc1ccc(Cl)cc1	-23.2%	1.0
O=C(c1cccs1)c1coc2ccc(O)c(CN3CCOCC3)c12	7.1%	7.5
Cc1ncc([N+](=O)[O-])n1CCOC(=O)NC(NCc1ccccc1Cl)C(Cl)(Cl)Cl (stereo unspecified)	0.9%	-0.1
CSc1ccc(CN2C(=O)NC3(CCCCC3)C2=O)cc1	?	nt
COc1ccc([N+](=O)[O-])cc1N(CC(O)CN1CCCCC1)S(=O)(=O)c1ccc(C)cc1 (stereo unspecified)	4.7%	5.0
(continued)
SMILES	Lipid storage S3	Lipid storage S3 cell count max
CCOC(=O)C1CCN(C(=O)c2cc3c(=O)n4ccccc4nc3n2C)CC1	?	nt
CC(C)c1nc(SCC(=O)N2CC(=O)Nc3ccccc32)c2ccccc2n1	9.2%	-7.3
C=CCN(C(=O)c1ccccc1)C1CCS(=O)(=O)C1 (stereo unspecified)	8.7%	22.7
CN(Cc1ccccc1)S(=O)(=O)c1ccc2[nH]c(=O)oc2c1	?	nt
CS(=O)(=O)N(CC(=O)N1CCN(Cc2ccccc2)CC1)c1ccccc1F	?	nt
CCN1CCCC1CNC(=O)C(=O)NC1CC1 (stereo unspecified)	?	nt
COc1cc(NC(=O)C2CCN(S(=O)(=O)c3ccc4c(c3)CC(C)N4C(C)=O)CC2)cc(OC)c1OC (stereo unspecified)	?	nt
COc1ccc([C@@H]2CC=C(C(=O)O)[C@H](c3ccccc3)N2S(=O)(=O)c2ccccc2C)cc1	?	nt
CCN(CC)C(=O)Cn1cc(C(=O)C(=O)NCc2cccnc2)c2ccccc21	?	nt
O=C(Nc1cccc(Cl)c1)Nc1csc([N+](=O)[O-])c1	?	nt
CCN1CCCC1CN(Cc1cc2cc(OC)ccc2[nH]c1=O)C(=O)NCc1ccccc1 (stereo unspecified)	10.0%	9.8
O=C(NN1C(=O)NC2(CCCCC2)C1=O)c1ccc(-c2ccccc2Cl)o1	?	nt
O=C(/C=C/c1cccc(O)c1)c1cccnc1	1.5%	11.5
COc1ccc(C2C3=C(Nc4ncnn42)c2ccccc2CCC3)cc1 (stereo unspecified)	?	nt
CC(C)(CNC(=O)c1ccc(S(=O)(=O)N2CCCC2)cc1)N1CCOCC1	?	nt
